Bioassay records (PubChem BioAssay)
KCNH2 3.1 block – qHTS for Inhibitors of KCHN2 3.1: Mutant qHTS. Potassium voltage-gated channel subfamily H member 2, brain isoform KCNH2 3.1 (human). U2OS KCNH2 3.1, thallium flux FluxOr; stronger effect = lower value. activity change, % (tested at about 1.8 µM). 340,000 tested, 0.95% active. AID 720553, 2013;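 active = maximum activity change below -70%; inconclusive = maximum activity change from -70% to -50%; inactive = maximum activity change above -50%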;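 also: thallium influx rate constant from kinetic fluorescence after stimulation buffer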
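Steps: virus added to U2OS suspension (4 h, RT, dark); medium with 10% FBS added, cells plated, 37 C overnight; FluxOr/Red40 loading buffer 45 min RT; stimulation buffer, 2 min kinetic read; rate constant normalized.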
ELG1 repair inh – qHTS screen for small molecules that inhibit ELG1-dependent DNA repair in human embryonic kidney (HEK293T) cells expressing luciferase-tagged ELG1; Potency, µM (doses to about 46.1 µM), for the others: at the top dose activity change, negative = inhibition, actives largely listed as inhibitors; 330,000 tested, 2.3% active; HEK293T ELG1-luciferase reporter, luminescence, 16 h; DNA damage induced by 5-fluorouridine; active = well fitted inhibition curve with a large enough effect; inconclusive = small, poorly fitted or top-dose-only effect, or effect the other way; also: potency is read from the fitted curve at half-maximal effect; nearly all actives have a fitted effect of over 55% in size
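HEK293T cells expressing luciferase-tagged ELG1 (2,000/well) received 5-Fluorouridine plus compound or DMSO for 16 hr at 37 °C. Luciferase was read by ONE-Glo luminescence after 30 min at room temperature.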
An asterisk follows results filed as active; ? = inconclusive. % is scaled to controls: 0 for no effect and ±100 for the full control effect. Only part of the results is shown; rates above refer to the full screens.

Each structure is followed by: KCNH2 3.1 block | ELG1 repair inh
> C[C@H](CO)N1C[C@H](C)[C@@H](CN(C)C(=O)Nc2ccc3c(c2)OCO3)Oc2c(NS(=O)(=O)c3ccccc3)cccc2C1=O
→ -29.4 | -10.5%
> CC1CCN(c2ccc3c(c2)S(=O)(=O)c2cccc(C(=O)NC[C@@H]4CCCO4)c2C3=O)CC1
→ 7.8 | -21.6%
> CCOC(=O)C1=C(C)Nc2ccccc2N=C1NC(=O)C1CCN(C(=O)c2ccccc2C)CC1
→ -1.2 | ?
> O=C(CCS(=O)(=O)c1ccccc1)NNC(=O)COc1ccc(F)cc1
→ 0.4 | 0.5%
> COc1ccccc1NC(=O)/C(N=Nc1ccc(C)c(S(=O)(=O)Nc2ccccc2Cl)c1)=C(\C)O
→ -0.3 | ?
> COc1ccccc1/C=C/C(=O)OCC(=O)NC(=O)NC1CCCC1
→ -3.5 | -21.5%
> C[C@@H]1CN([C@@H](C)CO)C(=O)c2cc(NS(C)(=O)=O)ccc2O[C@@H]1CN(C)S(=O)(=O)c1ccccc1
→ -0.8 | 13.8%
> CC[C@]12c3[nH]c4cc(CCC(=O)N(C)C)ccc4c3CCN1C(=O)[C@@H](CC(=O)NCCC1=CCCCC1)C[C@@H]2C(=O)N1CCN(C(=O)C2CC2)CC1
→ 10.9 | ?
> O=C(COC(=O)c1cc(Cl)nc(Cl)c1)NCc1ccc2c(c1)OCO2
→ 6.8 | 0.0%
> O=C(C[C@H]1C[C@H](C(=O)N2CCCCC2)[C@@]2(CCc3ccccc3)c3[nH]c4cc(-c5ccco5)ccc4c3CCN2C1=O)NCc1ccco1
→ -25.3 | -7.6%
> C1=C(c2cc3ccccc3cn2)CCCC1
→ 9.2 | ?
> O=C(CNc1cc(S(=O)(=O)N2CCOCC2)ccc1N1CCOCC1)Nc1cccc(C(F)(F)F)c1
→ -0.1 | -23.0%
> COc1ccc(CNC(=O)c2cccc(NC(=O)CC3SC(N4CCCCC4)=NC3=O)c2)cc1 (configuration not stated)
→ -3.4 | -27.2%
> CC(C)NC(=O)Nc1ccc2c(c1)C(=O)N([C@H](C)CO)C[C@H](C)[C@@H](CN(C)S(=O)(=O)c1ccc(F)cc1)O2
→ -1.7 | ?
> CC[C@@H]1C=C(C(=O)O)[C@H](c2ccc3c(c2)OCO3)N1S(=O)(=O)c1ccc(C)cc1
→ -2.6 | 3.1%
> CCC(C)Sc1ccc([C@@H]2[C@H]3C(=O)N(C)C(=O)[C@H]3[C@]3(C(=O)OC)CCCN23)cc1 (some centres not stated)
→ 2.9 | -9.9%
> COc1ccc(-c2sc3ccc(OC)cc3c2-c2ccc(O)cc2)cc1
→ -12.2 | 23.1µM*
> O=C(Cc1c(F)cccc1Cl)NNC(=O)c1cccs1
→ -5.3 | ?
> COc1ccc(NC(=O)[C@@H]2CCCN2S(=O)(=O)c2ccccc2F)cc1S(=O)(=O)N1CCCCC1
→ 3.9 | 14.6µM*
> CC(=O)Nc1ccc(NC(=O)C(C)OC(=O)C23CC4CC(CC(Cl)(C4)C2)C3)cc1 (configuration not stated)
→ 9.0 | -4.3%

3 entries from above, field by field.
COc1ccc(CNC(=O)c2cccc(NC(=O)CC3SC(N4CCCCC4)=NC3=O)c2)cc1 (configuration not stated)
  KCNH2 3.1 block: -3.4
  ELG1 repair inh: -27.2%
COc1ccc(-c2sc3ccc(OC)cc3c2-c2ccc(O)cc2)cc1
  KCNH2 3.1 block: -12.2
  ELG1 repair inh: 23.1µM*
CC(=O)Nc1ccc(NC(=O)C(C)OC(=O)C23CC4CC(CC(Cl)(C4)C2)C3)cc1 (configuration not stated)
  KCNH2 3.1 block: 9.0
  ELG1 repair inh: -4.3%

Next structures
Each structure is followed by: KCNH2 3.1 block | ELG1 repair inh
> CC(=O)Nc1ccc(SCC(=O)NCC2(N3CCCCC3)CCCCC2)cc1
→ -4.8 | 3.5%
> COc1ccc(CNC(=O)CC2C[C@H](C(=O)N3CCOCC3)[C@@]3(C)c4[nH]c5ccccc5c4CCN3C2=O)cc1OC (some centres not stated)
→ -23.9 | 1.7%
> CC(=O)Nc1ccc(NC(=O)c2ccc(OCc3c(C)noc3C)cc2)cc1
→ 30.6 | 0.0%
> CC(C)(C)OC(=O)C[C@@H]1C/C=C\C[C@@H](CC(=O)N[C@H](CO)Cc2ccccc2)C(=O)NCCOC1=O
→ -5.7 | 0.5%
> N#Cc1ccccc1S(=O)(=O)N1CCNS(=O)(=O)c2ccccc21
→ -4.3 | 14.4%
> N#Cc1ccc(C(=O)OCC(=O)Nc2cccc(S(=O)(=O)NC3=NCCC3)c2)cc1
→ -1.9 | 5.5%
> CCOc1ncccc1C(=O)OCC(=O)NCc1cccs1
→ 9.0 | -17.6%
> CC(C)NC(=O)N(C)C[C@@H]1Oc2ccc(NC(=O)Nc3ccc(C(F)(F)F)cc3)cc2CC(=O)N([C@H](C)CO)C[C@@H]1C
→ 16.8 | -25.4%
> O=C(COC(=O)c1ccc2ncsc2c1)NCc1ccccc1Cl
→ -11.1 | ?
> CCOC(=O)C1CCN(C(=O)CN2C(=O)NC(C)(c3ccc4cc(OC)ccc4c3)C2=O)CC1 (configuration not stated)
→ 23.0 | ?
> CC[C@H]1C/C=C\Cc2ccccc2[C@H](C(=O)C[C@@H](O)CC(C)=O)OC1=O
→ -4.0 | -0.2%
> CN(CC(=O)NCCCN1CCOCC1)S(=O)(=O)c1ccc(Cl)cc1
→ 29.4 | 3.6%
> CCOc1ccccc1NC(=O)COC(=O)c1nc2nccc(C)n2n1
→ -7.2 | 25.1%
> O=C1N[C@@H](Cc2c[nH]c3ccccc23)COC(=O)[C@H](Cc2ccc(F)cc2)C/C=C\C[C@@H]1CC(=O)N(CCO)Cc1ccccc1
→ -0.7 | 23.1µM*
> COc1cccc(-c2sc3ccc(OC)cc3c2-c2ccc(OCCN(C)C)cc2)c1
→ 9.4 | ?
> O=C(NCCC(=O)N1CCN(C(=O)c2ccco2)CC1)c1ccccc1Cl
→ 7.4 | 5.7%
> CCOc1ccccc1-n1nnnc1SCC(=O)N1CCCC1=O
→ -39.5 | 18.2%
> COc1ccc(/C=C/C(=O)Nc2ccc(C)c(S(=O)(=O)N3CCOCC3)c2)cc1
→ -8.1 | 20.6µM*
> C[C@H](CO)N1C[C@H](C)[C@@H](CN(C)S(=O)(=O)c2ccccc2)Oc2c(NC(=O)C3CCCCC3)cccc2C1=O
→ 6.7 | 21.7%
> CCN1C(=O)[C@H]2[C@@H](c3ccc(-c4cccc(Cl)c4)cc3)N[C@@](CC(C)C)(C(=O)OC)[C@H]2C1=O
→ -10.9 | 13.6%

The results go on.
SMILES	KCNH2 3.1 block	ELG1 repair inh
CCOc1ccc(C(=O)CCC(=O)NNC(=O)CCN2CCN(c3ccccc3)CC2)cc1	-5.0	15.4%
CCC(=O)N(c1nnc(SCC(=O)c2ccc[nH]2)s1)C1CC1	24.0	?
Cc1ccc([C@@H]2CC=C(C(=O)O)[C@H](c3ccc(Br)cc3)N2S(=O)(=O)c2ccc(C)cc2)cc1	-10.3	-6.7%
COc1ccc(S(=O)(=O)N2CCCCCC2)cc1C(=O)OCC(=O)NC1CCS(=O)(=O)C1 (configuration not stated)	7.0	15.1%
C[C@@H]1CN([C@@H](C)CO)C(=O)c2cc(N(C)C)ccc2O[C@@H]1CN(C)Cc1ccncc1	19.4	19.7%
Cc1nn(CC(=O)NC2CC2)c(C)c1S(=O)(=O)NC(C)(C)C	6.7	20.8%
Cc1ccc(C(=O)OCC(=O)N2CCC(c3ccccc3)=N2)cc1	-4.9	0.0%
Cn1c(N)c(C(=O)COC(=O)CNC(=O)c2ccc(Cl)cc2Cl)c(=O)n(C)c1=O	-1.3	?
CCN(c1ccc(NC(=O)CSc2ccc3c(c2)OCCO3)cc1)C(C)C	4.1	?
CC[C@]12c3[nH]c4cc(CCC(=O)N(C)C)ccc4c3CCN1C(=O)[C@@H](CC(=O)NCc1ccc(OC)c(OC)c1)C[C@@H]2C(=O)N1CCN(C(=O)C2CC2)CC1	34.3	-0.9%
CCN1C(=O)[C@H]2[C@H]3CN=C(SCc4ccccc4)N3[C@@](Cc3ccccc3)(C(=O)OC)[C@H]2C1=O	-3.0	14.7%
CCO[C@H]1c2c(ccc3ccc(=O)oc23)OC(C)(C)[C@H]1O	-13.1	10.8%
CCOC(=O)C1=CN(Cc2cccc(F)c2)S(=O)(=O)NC1c1ccc(F)c(Cl)c1 (configuration not stated)	5.1	?
CC(C)(C)OC(=O)C[C@H]1C/C=C\C[C@H](CC(=O)N(CCO)Cc2ccccc2)C(=O)NCCOC1=O	17.0	-2.3%
COc1cc(NC(=O)COC(=O)CCc2nc3ccccc3c(=O)[nH]2)cc(OC)c1	-1.1	2.0%
O=S(=O)(c1cccc(C(F)(F)F)c1)N1CCN(CC(O)COCc2ccccc2)CC1 (configuration not stated)	-6.1	?

Of the compounds above, three contain a tert-butyl group.
SMILES	KCNH2 3.1 block	ELG1 repair inh
CC(C)(C)OC(=O)C[C@@H]1C/C=C\C[C@@H](CC(=O)N[C@H](CO)Cc2ccccc2)C(=O)NCCOC1=O	-5.7	0.5%
Cc1nn(CC(=O)NC2CC2)c(C)c1S(=O)(=O)NC(C)(C)C	6.7	20.8%
CC(C)(C)OC(=O)C[C@H]1C/C=C\C[C@H](CC(=O)N(CCO)Cc2ccccc2)C(=O)NCCOC1=O	17.0	-2.3%

Following part.
SMILES	KCNH2 3.1 block	ELG1 repair inh
COc1ccc(NC(=O)c2cc(S(=O)(=O)N3CCOCC3)ccc2C)cc1S(=O)(=O)N1CCOCC1	-20.6	?
CCCN=C1N(C)C[C@@H]2[C@@H]3C(=O)N(Cc4ccccc4)C(=O)[C@@H]3[C@](C)(C(=O)OC)N12	1.1	17.5%
CCN1C[C@@H]2[C@@H]3C(=O)N(Cc4ccccc4)C(=O)[C@@H]3[C@](CC)(C(=O)OC)N2C1=NC1CCCCC1	6.6	1.8%
CC(C)=CCC/C(C)=C/CNC(=O)C[C@H]1C[C@H](C(=O)N2CCOCC2)[C@@]2(C)c3[nH]c4cc(-c5ccco5)ccc4c3CCN2C1=O	-11.3	?
O=C(c1cccc(O)c1)N1CCN(C(=O)C2CC2)CC1	-3.4	7.6%
Cc1cc(NS(=O)(=O)c2ccc(NC(=O)c3ccc(F)cc3)cc2)nc(C)n1	14.2	4.5%
CCOC(=O)[C@H]1[C@H]2COc3ccc(Cl)cc3[C@@H]2N2C(=O)[C@@H](CO)NC(=O)[C@@]12C	0.0	?
C[C@H](CO)N1C[C@H](C)[C@@H](CN(C)S(C)(=O)=O)Oc2ccc(NC(=O)NC3CCCCC3)cc2C1=O	7.8	?
O=C(NCc1cccnc1)/C(=C/c1ccc([N+](=O)[O-])cc1)NC(=O)c1ccccc1	?	-2.2%
COc1cc(OC)cc(C(=O)NNC(=O)CCNC(=O)c2ccc(Br)cc2)c1	12.6	-20.3%
CC(C)Cn1c(SCC(N)=O)nnc1-c1cccc(S(=O)(=O)N2CCOCC2)c1	-5.5	?
COc1ccc(NC(=O)c2cc([N+](=O)[O-])ccc2N2CCCCC2)cc1OC	19.2	?
C=CC[C@@H](CC(=O)N[C@H](CO)Cc1ccccc1)C(=O)N[C@@H](COC(=O)[C@@H](CC=C)Cc1ccc(F)cc1)Cc1ccccc1	-7.6	?
CC[C@]12c3[nH]c4ccc(OC)cc4c3CCN1C(=O)C(CC(=O)NCCCn1ccnc1)C[C@@H]2C(=O)N1CCN(C(=O)c2ccco2)CC1 (some centres not stated)	-7.1	18.7%
COc1ccccc1-c1sc2cc3c(cc2c1C#Cc1cncn1C)OCO3	7.4	-26.5%
COc1cc([C@H]2OC[C@H]3[C@@H]2CO[C@@H]3c2ccc(O[C@H]3O[C@H](CO)[C@@H](O)[C@H](O)[C@H]3O)c(OC)c2)ccc1O[C@@H]1O[C@H](CO)[C@@H](O)[C@H](O)[C@H]1O	12.5	?
COc1ccc(-c2coc(CCC(=O)N3CCN(c4cc(C)ccc4C)CC3)n2)cc1	2.7	-6.4%
COc1ccc(Cl)cc1C(=O)NNC(=O)c1cccs1	-7.0	?
CCN(C(=O)COc1ccc(C)cc1OC)c1cccc2ccccc12	5.9	-5.9%
Cc1ccc(S(=O)(=O)Nc2cccc3c2O[C@H](CN(C)Cc2ccccc2)[C@@H](C)CN([C@H](C)CO)C3=O)cc1	-2.4	?
COc1ccc(CN(C2CC2)S(=O)(=O)c2ccccc2Br)cc1	0.4	?
COc1ccc(-c2nn(-c3ccccc3)cc2C(=O)Nc2cccc(S(=O)(=O)NC3=NCCC3)c2)cc1	-6.4	23.1µM*
CC[C@@]1(C(=O)OC)N[C@H](CN(C)C(C)=O)[C@@H]2C(=O)N(C)C(=O)[C@@H]21	-1.6	13.0%
CC1CCN(C(=O)COC(=O)CCC(=O)c2ccc(F)cc2)CC1	1.7	15.6%
CC1(c2ccccc2)NC(=O)N(CC(=O)N2CCN(S(=O)(=O)c3c(F)cccc3F)CC2)C1=O (configuration not stated)	-2.4	-9.6%
O=C(C[C@H]1C[C@H](C(=O)N2CCCCC2)[C@@]2(CCc3ccccc3)c3[nH]c4cc(-c5ccco5)ccc4c3CCN2C1=O)NCCC1=CCCCC1	2.9	12.5%
CCN(CC)S(=O)(=O)c1ccc(/C=C/C(=O)OCC(=O)NCc2ccco2)cc1	-1.3	12.2%
CCN(CC(=O)Nc1ccc2c(c1)OCCO2)C(=O)/C=C/c1cccc(C(F)(F)F)c1	14.6	-7.2%
